Screens from PubChem BioAssay.
CHRM1 PAM: human CHRM1 positive allosteric modulation. P11229. CHO-K1 hM1, Fluo-8 calcium fluorescence, ACh EC20; 0% = ACh EC20, 100% = maximal ACh. activation, % at 3 µM. 360,000 compounds, 0.088% hits. AID 588819; in the data active means activation above about 19%, passing the limit was not always enough
Target sequence (P11229 whole entry, looked up): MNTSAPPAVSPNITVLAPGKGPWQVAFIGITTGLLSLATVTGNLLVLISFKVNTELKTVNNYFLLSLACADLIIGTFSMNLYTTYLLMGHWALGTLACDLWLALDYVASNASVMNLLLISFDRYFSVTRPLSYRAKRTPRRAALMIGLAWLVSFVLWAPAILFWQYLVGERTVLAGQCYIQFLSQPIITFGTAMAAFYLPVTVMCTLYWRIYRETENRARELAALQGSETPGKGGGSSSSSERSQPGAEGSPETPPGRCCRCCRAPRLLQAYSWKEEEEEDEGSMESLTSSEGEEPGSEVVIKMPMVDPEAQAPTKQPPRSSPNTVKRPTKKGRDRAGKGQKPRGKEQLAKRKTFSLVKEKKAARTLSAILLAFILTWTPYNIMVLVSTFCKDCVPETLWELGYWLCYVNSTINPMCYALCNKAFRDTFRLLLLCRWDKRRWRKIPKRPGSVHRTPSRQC
CHRM5 PAM: potentiates acetylcholine response at human M5 receptor; 360,000 compounds, 0.3% hits; CHO-K1 hM5, Fluo-8 calcium, ACh EC20 PAM; 0% = ACh EC20, 100% = ACh EC100; activation, % at 3 µM;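 active means activation above the run cutoff, the mean activation of all test compounds plus 3 SD, cut at about 18% in these data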
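Measured by: Fluo-8 calcium fluorescence; material: human M5 receptor in CHO-K1 cells; schedule: Post-acetylcholine fluorescence recording 140 s; benchmarks: low control EC20 acetylcholine (0%), high control EC100 acetylcholine (100%); read-out: Max/basal fluorescence ratio as % of EC20–EC100 ACh window; compound: single dose, 3 µM nominal final test concentration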
M4 antag: CHRM4 antagonism in calcium assay; P08173; AID 624125; inhibition, % at 3 µM; CHO-hM4 cells, ACh EC80, Fluo-8 calcium fluorescence; 360,000 compounds, 0.73% hits;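 active means inhibition above its plate's cutoff, the mean inhibition of sample wells plus 3 SD, cut at about 27% in these data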;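 further: 0% = acetylcholine EC80 with DMSO and 100% = DMSO without agonist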
Target sequence (P08173 whole entry, looked up): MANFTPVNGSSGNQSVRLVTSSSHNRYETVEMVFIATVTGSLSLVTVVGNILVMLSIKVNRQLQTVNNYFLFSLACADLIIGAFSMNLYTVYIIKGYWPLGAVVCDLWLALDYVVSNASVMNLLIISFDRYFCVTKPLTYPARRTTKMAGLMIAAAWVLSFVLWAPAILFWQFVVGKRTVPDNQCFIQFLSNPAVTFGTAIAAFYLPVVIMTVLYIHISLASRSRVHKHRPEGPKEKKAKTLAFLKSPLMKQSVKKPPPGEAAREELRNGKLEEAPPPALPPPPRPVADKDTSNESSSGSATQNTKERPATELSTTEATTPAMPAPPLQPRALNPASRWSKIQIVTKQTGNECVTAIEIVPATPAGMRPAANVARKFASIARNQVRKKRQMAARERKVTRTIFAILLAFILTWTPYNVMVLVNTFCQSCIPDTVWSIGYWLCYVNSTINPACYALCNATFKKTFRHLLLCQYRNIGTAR
CHRM1 antagonist: blocks human M1 muscarinic receptor; inhibition, % at 3 µM; CHO-K1 hM1, Fluo-8 calcium fluorescence, ACh EC80 antagonist; P11229; 360,000 compounds, 1.3% hits; AID 588852;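 active means percent inhibition above its own plate's cutoff, namely the mean of that plate's compound wells plus 3 SD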;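 further: peak over basal fluorescence ratio during 140 s after agonist addition; 0% = ACh EC80 plus DMSO and 100% = DMSO alone without agonist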
M4 ag: CHRM4 agonism in calcium assay. P08173. CHO-K1 hM4/Gqi5, Fluo-8 calcium fluorescence; vehicle 0%, full acetylcholine response 100%. activation, % at 3 µM. 360,000 compounds, 0.14% hits. AID 624127;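 active means activation above the run mean over all test wells plus 3 SD, cut at about 32% in these data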;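 further: peak over basal fluorescence ratio per well then scaled between controls; 0% = DMSO wells and 100% = acetylcholine at EC100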
CHRM4 PAM: CHRM4 positive allosteric modulation; P08173; CHO-K1 hM4/Gqi5, Fluo-8 calcium fluorescence, ACh EC20; 0% = ACh EC20, 100% = maximal ACh; activation, % at 3 µM; 360,000 compounds, 0.4% hits; AID 624126;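 active means activation above its plate's cutoff, the mean activation of sample wells plus 3 SD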; further: some results filed as inactive read as strong as hits
CHRM5 antagonist: antagonists of human muscarinic M5 receptor (CHRM5). P08912. CHO-hM5 cells, Fluo-8 calcium fluorescence, ACh EC80. inhibition, % at 3 µM. 360,000 compounds, 0.59% hits;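 active means inhibition above a per-plate cutoff, the mean of that plate's test compounds plus 3 SD, cut at about 27% in these data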;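 further: 0% = acetylcholine EC80 with DMSO and 100% = DMSO without agonist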
M5 ag: CHRM5 agonism in calcium assay; activation, % at 3 µM; AID 624037; CHO-K1 hM5 cells, Fluo-8 calcium fluorescence; 0% DMSO wells, 100% maximal acetylcholine response; 360,000 compounds, 0.19% hits;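 active means activation above the run's mean over test compounds plus 3 SD, cut at about 23% in these data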;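 further: signal is peak over basal fluorescence ratio across the kinetic read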
CRFBP-R2 agonist: agonists of human CRF-binding protein/CRF-R2 receptor complex; activation, % at 13.2 µM; 350,000 compounds, 0.46% hits; AID 588473; HEK293 CRF-R2/CRF-BP, calcium dye fluorescence (FLIPR); percent of saturating CRF peptide response;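 active means activation of at least 50%, plus an integration ratio under a set limit after plate pattern correction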;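 further: plate controls were neutral control wells without compound for no effect and CRF at EC100 for full effect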
Active calls of the source: *; . = not tested or not shown. Hits appear at their usual frequency (roughly 2.8% active in at least one column).

SMILES	CHRM1 PAM	CHRM5 PAM	M4 antag	CHRM1 antagonist	M4 ag	CHRM4 PAM	CHRM5 antagonist	M5 ag	CRFBP-R2 agonist
CCOc1cccc(C(=O)NC(=S)Nc2cccc(NC(=O)c3ccccc3Cl)c2)c1	-6	-12	3	7	2	0	10	-3	1.4
Cc1cc2cc3c(cc2nc1SCC(=O)O)CCC3	9	8	-8	-13	2	6	4	-4	-2.2
Cc1ccc2cc(/C=N/NC(=O)CN3CCOCC3)c(Cl)nc2c1	8	2	5	-1	1	6	-2	-1	-1.1
CC(C)c1cccc(C(C)C)c1NC(=O)COc1nncc2ccccc12	-4	-3	-17	1	2	7	4	-4	-0.8
Clc1ccc(Cl)c(-c2ccc(/C=N/c3ncn[nH]3)o2)c1	9	4	5	-16	-1	21	2	1	0.1
CCOc1ccc(CCN2C(=O)C(=O)N([C@@H](Cc3ccccc3)CN3CCC[C@H]3CN3C(=O)C(=O)NC[C@@H]3CC(C)C)C[C@@H]2Cc2ccc(O)cc2)cc1	.	-1	-10	.	0	12	-7	0	.
CCSCCc1nnc(NC(=O)Nc2cccc(C(F)(F)F)c2)s1	-11	-7	1	19	7	-4	18	4	21
CC(C)NS(=O)(=O)c1ccc(NC(=O)C2CCCCC2)cc1	3	7	9	1	3	-2	-7	4	2.0
CC(C)NC(=O)N(C)C[C@H]1Oc2ccc(NS(=O)(=O)c3ccccc3)cc2C(=O)N([C@H](C)CO)C[C@H]1C	10	6	-11	-18	1	6	4	3	-0.8
CC(=O)Nc1ccc(N(C(=O)c2ccco2)C(C(=O)NC2CCCC2)c2ccc(N3CCOCC3)cc2)cc1 (centres undefined)	16	3	-9	-15	1	5	-4	1	-1.7
O=C(CCOc1ccccc1)NCc1ccccc1	4	2	2	-10	0	-5	-6	-7	0.5
Cc1ccc(S(=O)(=O)N(CC(=O)N2CCc3ccccc3C2)c2ccc(Cl)c(Cl)c2)cc1	6	-11	-8	-5	1	-2	-4	-1	2.8
COC(=O)/C=C1\C(=O)N(c2nc3ccccc3s2)C(=S)N1c1ccc(F)cc1	7	-5	-2	-6	2	9	6	2	14
CCn1c(CSCc2c(Cl)cccc2Cl)n[nH]c1=S	-7	2	-1	1	2	8	-1	-4	-0.6
CCCCOC(=O)Nc1ccc(S(=O)(=O)Nc2onc(C)c2C)cc1	7	-4	-22	-24	0	1	2	-4	-0.8
CC(=O)CSc1nnc(CSc2ncccn2)n1C1CCCCC1	3	-6	2	10	1	4	2	6	3.1
O=C(Nc1ccc(NC(=O)c2cccs2)cc1)c1cccnc1	-3	-5	-6	4	1	1	-2	-7	-0.4
O=C(Nc1ccccc1N1CCOCC1)c1cc(-c2ccncc2)nc2ccccc12	-14	-19	18	34	24	-17	14	8	-3.6
COc1ccc(/C=C/C(=O)OCC(=O)N2c3ccccc3CC2C)c(OC)c1 (centres undefined)	13	3	7	-26	0	2	1	0	-2.0
COc1ccc(/C=N/NC(=S)Nc2ccccc2)cc1COc1ccc(Br)cc1	2	-4	-10	-22	0	1	1	1	-0.7
Cc1cccnc1CNC(=O)C1(C)CCCN1CC(C)C (centres undefined)	8	7	-7	-10	1	2	11	-2	.
C[C@H]1CN([C@@H](C)CO)C(=O)c2cc(Br)cnc2O[C@H]1CN(C)C(=O)Cc1ccccn1	12	1	-6	-16	1	2	1	1	3.5
CC(C)(C)C(=O)Nc1c2c(nn1-c1ccc(F)cc1)CSC2	13	4	-1	-16	0	9	0	-4	-0.9
COc1cc(C(=O)NNC(=O)C2CSC3(C)CCC(=O)N23)cc(OC)c1OC (centres undefined)	0	4	-6	2	0	6	8	1	-0.7
O=S(=O)(c1ccccc1F)N1CCN(Cc2nc3ccccc3[nH]2)CC1	6	-2	3	-5	1	5	0	0	-0.4
N/C(=N\OC(=O)c1ccc2c(c1)OCO2)c1ccncc1	4	4	3	-4	0	2	4	1	-0.6
COc1ccc(C)cc1S(=O)(=O)N1CCN(C(=O)c2ncoc2-c2ccccc2C)CC1	-1	-3	18	1	3	-8	16	-3	-0.2
O=C(CCNS(=O)(=O)c1c(Cl)cccc1Cl)OCC(=O)c1ccccc1	5	0	-18	-12	8	16	4	1	-0.4
CC1CCCCC12NC(=O)N(CC(=O)OCC(=O)N(C)C1CCCCC1)C2=O (centres undefined)	3	-10	2	-2	-1	4	13	1	-2.0
O=C(NCc1cccs1)c1ccccc1F	8	1	5	-7	0	9	1	-3	0.0
S=C(Nc1ccc2cn[nH]c2c1)Nc1ccc(Cl)cc1Cl	6	-3	0	-2	-1	-3	5	-1	-0.3
Cc1ccc(S(=O)(=O)N2[C@@H](c3ccc(F)cc3)C(C(=O)O)=CC[C@H]2c2ccc3c(c2)OCO3)cc1	-8	0	0	10	1	5	12	1	-0.6
CC(C)CC(NS(=O)(=O)c1cccc(C(=O)O)c1)C(=O)O (centres undefined)	7	0	7	-12	10	7	-2	-1	3.7
COc1cccc(NC(=O)CN2C(=O)CSc3ccc(S(=O)(=O)N4CCCCC4)cc32)c1	-3	-2	-5	-2	3	-1	-4	-4	1.7
Cc1ccc2oc(C(=O)N3CCC(N4CCSCC4)CC3)c(C)c2c1	8	5	-8	-21	1	1	-3	-2	0.0
O=C1OCCN1C(=O)[C@H]1[C@H](c2ccc(Cl)cc2)C(c2ccc(F)cc2)=NN1c1ccc(Br)cc1	0	-2	-12	-1	1	-4	1	0	0.7

Gathered by group: the entries above containing four or more nitrogen atoms.
SMILES	CHRM1 PAM	CHRM5 PAM	M4 antag	CHRM1 antagonist	M4 ag	CHRM4 PAM	CHRM5 antagonist	M5 ag	CRFBP-R2 agonist
Cc1ccc2cc(/C=N/NC(=O)CN3CCOCC3)c(Cl)nc2c1	8	2	5	-1	1	6	-2	-1	-1.1
Clc1ccc(Cl)c(-c2ccc(/C=N/c3ncn[nH]3)o2)c1	9	4	5	-16	-1	21	2	1	0.1
CCOc1ccc(CCN2C(=O)C(=O)N([C@@H](Cc3ccccc3)CN3CCC[C@H]3CN3C(=O)C(=O)NC[C@@H]3CC(C)C)C[C@@H]2Cc2ccc(O)cc2)cc1	.	-1	-10	.	0	12	-7	0	.
CCSCCc1nnc(NC(=O)Nc2cccc(C(F)(F)F)c2)s1	-11	-7	1	19	7	-4	18	4	21
CC(C)NC(=O)N(C)C[C@H]1Oc2ccc(NS(=O)(=O)c3ccccc3)cc2C(=O)N([C@H](C)CO)C[C@H]1C	10	6	-11	-18	1	6	4	3	-0.8
CC(=O)Nc1ccc(N(C(=O)c2ccco2)C(C(=O)NC2CCCC2)c2ccc(N3CCOCC3)cc2)cc1 (centres undefined)	16	3	-9	-15	1	5	-4	1	-1.7
CC(=O)CSc1nnc(CSc2ncccn2)n1C1CCCCC1	3	-6	2	10	1	4	2	6	3.1
O=C(Nc1ccccc1N1CCOCC1)c1cc(-c2ccncc2)nc2ccccc12	-14	-19	18	34	24	-17	14	8	-3.6
C[C@H]1CN([C@@H](C)CO)C(=O)c2cc(Br)cnc2O[C@H]1CN(C)C(=O)Cc1ccccn1	12	1	-6	-16	1	2	1	1	3.5
O=S(=O)(c1ccccc1F)N1CCN(Cc2nc3ccccc3[nH]2)CC1	6	-2	3	-5	1	5	0	0	-0.4
S=C(Nc1ccc2cn[nH]c2c1)Nc1ccc(Cl)cc1Cl	6	-3	0	-2	-1	-3	5	-1	-0.3

Remaining list, next part.
SMILES	CHRM1 PAM	CHRM5 PAM	M4 antag	CHRM1 antagonist	M4 ag	CHRM4 PAM	CHRM5 antagonist	M5 ag	CRFBP-R2 agonist
CC(=O)c1cccc(NC(=S)NC(=O)C(C)C)c1	9	2	-11	-9	4	10	-9	2	-2.2
Cc1cccc(S(=O)(=O)c2c(N)n(-c3ccccc3)c3nc4ccccc4nc23)c1	8	0	-9	-4	2	6	-5	-2	-0.7
CCOc1ccc(N(C)S(=O)(=O)c2ccc(C)c(C(=O)Nc3nnc(C4CC4)s3)c2)cc1	11	-1	3	-11	8	6	0	1	-0.2
CCCn1ncc(CN2CCC(n3nccc3NC(=O)c3ccccc3OC)CC2)c1C	9	-8	-15	-19	2	2	5	-5	1.4
O=C(COC(=O)c1ccc2ccccc2c1)NCCCc1ccccc1	3	-2	-8	5	2	-4	-2	-1	-0.6
Cc1ccccc1N1CCN(C2CCCN(C(=O)c3csc(C(C)C)n3)C2)CC1 (centres undefined)	-2	-7	-4	4	4	2	10	-4	-0.5
COc1ccccc1NS(=O)(=O)c1cccc(NC(=O)c2cc3ccccc3oc2=O)c1	12	-1	0	-6	5	-3	7	-2	2.3
O=C(OCCN1CCOCC1)c1ccc(OCCN2CCOCC2)cc1	0	5	1	2	-1	10	-5	-3	-1.5
COc1ccc(N2CCN(C(=O)c3ccc(F)cc3)CC2)c([N+](=O)[O-])c1	-3	-7	6	9	4	-8	16	5	-0.5
CCN(C(=O)COC(=O)/C=C/c1c(C)nn(Cc2ccc(C)cc2)c1C)C1CCS(=O)(=O)C1 (centres undefined)	5	3	4	1	1	0	4	2	-0.1
O=C(COC(=O)c1ccc(Cl)c(S(=O)(=O)NCc2ccccc2)c1)NCC1CCCO1 (centres undefined)	10	-7	9	0	1	-8	2	-2	-0.1
CCOc1ccc(NC(=O)Cn2nnc(C(=O)NCc3ccc(OC)cc3)c2N)cc1	5	-5	9	-10	2	6	19	-7	0.1

Just CHRM1 PAM, M4 ag and CHRM4 PAM, for two of the compounds above:
canonical_smiles	CHRM1 PAM	M4 ag	CHRM4 PAM
O=C(OCCN1CCOCC1)c1ccc(OCCN2CCOCC2)cc1	0	-1	10
COc1ccc(N2CCN(C(=O)c3ccc(F)cc3)CC2)c([N+](=O)[O-])c1	-3	4	-8

The list goes on.
SMILES	CHRM1 PAM	CHRM5 PAM	M4 antag	CHRM1 antagonist	M4 ag	CHRM4 PAM	CHRM5 antagonist	M5 ag	CRFBP-R2 agonist
Cc1nn2cc(-c3cccc(Cl)c3)cnc2c1Cl	1	0	3	0	1	7	2	0	-0.5
CN(C)CCCNC(=S)N1CCC(C(=O)c2ccc(Cl)cc2)CC1	3	1	6	-6	2	2	4	0	-1.0
CC(C)c1ccc(NC2CCCN(C(=O)c3ccnc(Cl)c3)C2)cc1 (centres undefined)	4	-3	6	-5	1	-6	15	-1	-1.3
Cc1csc2nc(CNS(=O)(=O)c3ccc(-c4ccccc4)cc3)cn12	-10	-13	-2	6	13	-5	7	7	0.1
CN(C)CCNC(=O)CNC(=S)N(Cc1ccccc1)Cc1cccnc1	7	2	-14	-16	1	2	-6	-3	0.7
COc1ccc(-n2nnnc2CNC(=O)C(=O)c2c[nH]c3ccccc23)cc1	4	-6	-1	-13	6	-3	-1	0	-1.8
COc1ccc(C(=O)COC(=O)COc2ccc(C)c(C)c2)cc1	5	1	9	-4	3	14	-5	-1	-2.0
O=C1CSc2ccc(S(=O)(=O)NCc3ccc(Cl)cc3)cc2N1	1	3	0	-3	3	-1	1	-2	0.4
COCCN(C(=O)COC(=O)CC(C)c1ccccc1)c1c(N)n(Cc2ccccc2)c(=O)[nH]c1=O (centres undefined)	6	0	7	-9	1	-4	5	0	0.9
CCc1nc(NC(=O)NS(=O)(=O)c2ccccc2C(=O)OC)nc(OC)n1	4	0	1	0	0	3	3	-2	0.5
